Assay outcomes from PubChem BioAssay.
Nrf2 inh: Nrf2 pathway inhibition; actives 2.1% (n = 360,000); A549 ARE-Fluc reporter, luciferase luminescence, 18-24 h; AID 504444; Potency, µM (highest dose often 46 µM), without a hit: top-dose activity change, negative = inhibition, usual class: inhibitors; further: potency means the concentration at half of the fitted maximal effect; on the % scale 0 is the no-effect control and ±100 the full control effect; nearly all actives have a fitted effect of over 60% in size
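Concentration-response testing used A549 ARE_Fluc cells at 5000 cells/well. Following an 18-24 h compound incubation, viability was read by fluorescence (Ex 405/Em 525) and luciferase output by luminescence.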
MmCpn inh: blocks the Methanococcus maripaludis chaperonin Mm-Cpn. purified Mm-Cpn ATPase, ADP Transcreener TR-FRET. Potency, µM (doses to about 76.9 µM), inactives show top-dose activity, negative = inhibition, usual class: inhibitors. actives 0.031% (n = 330,000). AID 504842; further: potency means the concentration at half of the fitted maximal effect; on the % scale 0 is the no-effect control and ±100 the full control effect; nearly all actives have a fitted effect of over 80% in size
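Purified archaeal chaperonin (25 nM final) was preincubated with compound for 10 min at 37°C, then ATP (10 uM final) was added for 30 min at 37°C in Tris pH 7.4/KCl/MgCl2/DTT buffer. ADP was quantified by HTRF Transcreener TR-FRET.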
EPAC2 ag: agonists of human EPAC2 (RAPGEF4) | Q8WZA2 | EPAC2 activation, biochemical qHTS; response scale: 100% = 6.5 mM cAMP response | Potency, µM (highest dose often 154 µM), for the others: top-dose activation, usual class: activators | actives 0.079% (n = 360,000) | AID 720711; further: potency means the concentration at half of the fitted maximal effect; nearly all actives have a fitted effect of over 50% in size
Target sequence (Q8WZA2 whole entry, looked up): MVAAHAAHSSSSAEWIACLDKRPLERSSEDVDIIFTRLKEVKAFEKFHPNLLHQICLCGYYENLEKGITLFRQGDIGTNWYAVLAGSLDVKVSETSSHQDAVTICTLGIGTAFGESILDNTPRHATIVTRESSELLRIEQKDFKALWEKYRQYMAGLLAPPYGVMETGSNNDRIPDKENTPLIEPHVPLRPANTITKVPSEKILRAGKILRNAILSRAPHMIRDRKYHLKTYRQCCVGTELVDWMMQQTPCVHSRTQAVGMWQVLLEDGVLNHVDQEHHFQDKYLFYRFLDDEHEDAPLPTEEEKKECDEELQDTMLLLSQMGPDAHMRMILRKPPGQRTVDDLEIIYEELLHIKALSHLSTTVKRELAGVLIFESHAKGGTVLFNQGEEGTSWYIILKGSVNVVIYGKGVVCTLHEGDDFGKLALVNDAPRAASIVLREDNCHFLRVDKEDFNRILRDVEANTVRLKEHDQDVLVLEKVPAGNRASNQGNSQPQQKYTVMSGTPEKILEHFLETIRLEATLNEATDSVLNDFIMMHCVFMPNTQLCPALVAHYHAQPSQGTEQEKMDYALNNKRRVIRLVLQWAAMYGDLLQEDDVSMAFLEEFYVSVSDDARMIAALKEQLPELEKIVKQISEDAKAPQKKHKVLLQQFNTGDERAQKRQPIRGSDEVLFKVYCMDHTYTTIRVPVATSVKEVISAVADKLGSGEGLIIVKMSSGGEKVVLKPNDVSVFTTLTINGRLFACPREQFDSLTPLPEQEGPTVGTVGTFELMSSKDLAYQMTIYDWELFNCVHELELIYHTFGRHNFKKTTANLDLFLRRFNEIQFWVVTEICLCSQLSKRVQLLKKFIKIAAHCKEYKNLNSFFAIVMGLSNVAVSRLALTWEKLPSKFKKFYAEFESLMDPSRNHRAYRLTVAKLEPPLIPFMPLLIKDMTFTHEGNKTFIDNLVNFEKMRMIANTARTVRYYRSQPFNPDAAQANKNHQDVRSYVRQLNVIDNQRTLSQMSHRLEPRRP
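Each well held 100 nM EPAC2, 250 nM RAP1B-BODIPY-GDP and 50 uM GDP. Fluorescence, read at 5-min intervals to 30 min, was referenced to a 6.5 mM cAMP positive control.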
A549 tox: counter-screen for Nrf2 inhibitors: cytotoxicity in A549 cells; A549 ARE-Fluc cells, CellTiter-Fluor viability, 18-24 h; Potency, µM (series often up to 46 µM), for the others: at the highest dose activity change, negative = cytotoxicity, usual class: inhibitors; actives 0.16% (n = 390,000); further: potency means the concentration at half of the fitted maximal effect; on the % scale 0 is the no-effect control and ±100 the full control effect
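Cytotoxicity counterscreen: CellTiter-Fluor fluorescence was measured in A549 ARE_Fluc cells after 18-24 h of compound exposure in a concentration series. The subsequent BugLite luminescent read reports ARE-luciferase activity.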
CCT modulator: changes cytosolic chaperonin activity; activity change, % (test concentration not listed), hits read low; purified chaperonin ATPase assay, HTRF ADP detection, 30 min; actives 0.3% (n = 360,000); in the data active means activity change below about -30%; further: on the % scale 0 is the no-effect control and ±100 the full control effect
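ATPase activity: ADP formed was measured by HTRF Transcreener (665/615 nm ratio) after 30 min at 37 deg C with 10 uM ATP. Compounds screened at one 76 uM concentration against 40 or 20 nM TRiC in Tris pH 7.4/KCl/MgCl2/DTT buffer.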
TGFb SMAD3 inh: blocks TGF-b signaling | HepG2 CAGA-GFP TGF-b/SMAD3 reporter, GFP fluorescence, 18 h; TGF-beta stimulated, 500 pg/mL final | Potency, µM (highest dose often 46.1 µM), for inactives: at the highest dose activity, negative = inhibition, usual class: inhibitors | actives 1.2% (n = 410,000); further: potency means the concentration at half of the fitted maximal effect; on the % scale 0 is the no-effect control and ±100 the full control effect; nearly all actives have a fitted effect of over 65% in size
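HEPG2 CAGA-GFP, 1000 cells/well; 2 h settle, 37 C; cpd via pin tool; TGF-b 500 pg/mL final; 18 h, 37 C; GFP imaging ex488/em500-530; %Activity normalised to -TGF-b and +DMSO controls; CRC fit, curve class.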
Akt phos inh: inhibitors of Akt phosphorylation. Neuro2A IGF-stimulated pAkt S473 HTRF, 20 min; stronger effect = lower value. activity change, % for hits at 50 µM. actives 0.32% (n = 360,000); in the data active means activity change below about -80%; inconclusive means mostly about -51% to -80%; further: on the % scale 0 is the no-effect control and ±100 the full control effect
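Single-point screen (50 µM final compound) in Neuro2A cells stimulated 20 min with 6 nM IGF at 37 deg C. After lysis, Ser473-phosphorylated Akt read by HTRF (ex 330 nm, em 615/665 nm) as the 665/615 ratio.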
Nrf2 ARE act: Nrf2 pathway activation; Potency, µM (doses to about 46.1 µM), for the others: top-dose activation, most hits filed as activators; actives 0.31% (n = 410,000); AREc32 ARE-luciferase reporter (MCF7-derived line), luminescence, 24 h; further: potency means the concentration at half of the fitted maximal effect; % of control where 0% means no effect; nearly all actives have a fitted effect of over 65% in size
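Each well held 1000 AREc32 cells, which were incubated with compound for 24 hr at 37 deg C after overnight attachment, and ARE reporter activity was quantified by firefly luciferase luminescence.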
EPAC2 antagonist: antagonists of human EPAC2; Q8WZA2; EPAC2 GEF exchange of Rap1B-BODIPY-GDP, fluorescence; Potency, µM (top dose mostly 114 µM), for inactives: at the highest dose activity, negative = inhibition, most hits filed as inhibitors; actives 0.18% (n = 360,000); further: potency means the concentration at half of the fitted maximal effect; on the % scale 0 is the no-effect control and ±100 the full control effect; nearly all actives have a fitted effect of over 45% in size; many of its hits are not listed in these tables
Active calls of the source: *; i = inactive; ? = inconclusive; nt = not tested or not shown; & = joins results of further samples; [ ] = dose if it differs, or a comment. Unless noted, the call rests on the fitted dose curve; in most records, active means well fitted curve in the direction sought with a large enough effect; inconclusive means small, poorly fitted or top-dose-only effect, or another doubt; inactive means no such curve, though single readings can be large; an effect the other way counts as inactive or inconclusive. These rows are one share of the data; the hit share may differ from the screen's.

SMILES | Nrf2 inh | MmCpn inh | EPAC2 ag | A549 tox | CCT modulator | TGFb SMAD3 inh | Akt phos inh | Nrf2 ARE act | EPAC2 antagonist
CCCCc1c(O)nc(SCC(=O)c2ccccc2)n(-c2ccccc2C)c1=O | 15% | 0% | 10% | 0% | 0.5 | -14% | i | -0.4% | 9%
O=C(Nc1ccc(Cl)c(Cl)c1)Nc1nc(-c2ccccc2)cs1 | ? | -2% | -2% | -6% | 0.4 | ? | i | 2.8% | 3%
CC1(C)C(=O)NCCN1C(=O)c1ccc2nc(Cc3ccccc3F)oc2c1 | ? | -1% | 6% | -5% | 1.0 | ? | i | 0.3% | -1%
Cc1nc2ncnn2c(N2CCN(C(=O)c3cccc(F)c3)CC2)c1Cc1ccccc1 | nt | -2% | 1% | -16% | -0.3 | ? | i | -0.6% | 8%
O=C(COc1ccccc1Cl)NC1CC1 | 25% | -4% | 10% | -2% | 0.0 | 0% | i | 0.0% | 1%
Cc1nc2cccnc2n1C1CCN(S(=O)(=O)c2ccc(Cl)cc2)CC1 | ? | nt | nt | -10% | nt | -28% | nt | 4.2% | nt
CC1CCCC(NC(=O)c2ccc3c(c2)OCO3)C1C (stereo not given) | ? | -2% | 8% | -3% | -2.8 | -2% | i | 2.2% | -1%
CC(C)c1ccc(NC(=O)CSc2ncc3c(n2)-c2ccccc2N(C)S3(=O)=O)cc1 | -22% | nt | nt | -8% | nt | ? | nt | 3.1% | nt
Cc1cc(=O)oc2cc(NC(=O)C(C)Oc3ccc(F)cc3)ccc12 (stereo not given) | -1% | 0% | -3% | -3% | -5.6 | ? | i | -0.2% | 8%
COc1cccc(C2=Cc3ccc(F)cc3C(CC(C)=O)N2c2ccc(-c3cc(OC)c(OC)c(OC)c3)cc2)c1 (stereo not given) | nt | nt | 5% | nt | -3.5 | nt | i | -0.4% | 8%
COc1ccc(CN2CCc3ccccc3C2)c(OC)c1 | 1% | -4% | -1% | 0% | 0.0 | 0% | i | -0.9% | 6%
CC(C)C(=O)N1CCN(c2ccccc2NC(=O)c2ccc(Br)o2)CC1 | 0% | -3% | 2% | -5% | -5.5 | 30% | i | 2.3% | -10%
COc1cccc(NC(=O)C2(C)CCN2C(=O)Cc2ccc(C(C)C)cc2)c1 (stereo not given) | nt | nt | 19% | nt | -0.7 | -3% | i | 0.2% | -2%
O=S(=O)(NCCNS(=O)(=O)c1c(F)cccc1F)c1ccc2c(c1)OCCO2 | 12%&6% | -1% | 1% | -6%&-4% | nt | -7% | nt | 3.7% | 13%
CCc1ccccc1N(C)C(=O)c1nn(C)c2c1CSc1ccccc1-2 | -8% | nt | nt | -4% | nt | -7% | nt | 6.0% | nt
Cc1cc(-c2c(C)[nH]n(-c3ccc(Cl)cc3)c2=O)n(-c2ccccc2)n1 | -15% | 2% | 11% | -2% | -0.3 | -1% | i | -0.7% | -4%
COc1ccc(CCNC(=O)c2ccc(N3CCCC3=O)cc2)cc1 | -21% | -1% | 2% | -8% | 1.2 | 4% | i | 2.8% | 5%
COc1cc2ccccc2cc1C(=O)Nc1ccc(N2CCN(C(=O)C(C)C)CC2)cc1 | ? | 2% | 6% | -1% | -2.3 | 15% | i | 0.0% | 3%
O=C(CN(c1cccc(Cl)c1)S(=O)(=O)c1ccc(Cl)cc1)NCc1ccccn1 | 21µM* | -2% | 5% | ? | -0.3 | -3% | i | 1.5% | -12%
COc1cccc(-c2cc(C(=O)NCC3CCCO3)c3ccccc3n2)c1 (stereo not given) | -1% | 0% | 4% | 2% | 1.1 | -13% | i | 0.2% | 7%
O=c1[nH]ncc(NCCCO)c1Cl | -11% | 0% | 12% | -11% | 0.7 | 14% | i | 0.3% | -3%
O=C(CCn1nnc2ccccc21)Nc1nnc(COc2ccccc2F)s1 | -5% | 0% | -4% | -6% | -1.8 | 9% | i | -0.2% | -11%
COc1ccc(CCNC(=O)c2cc3c(C)nccc3[nH]c2=O)cc1OC | ? | 0% | -4% | -8% | -0.1 | 0% | i | 0.4% | -7%
CC(C)(C)c1ccc(OCC(=O)N(Cc2ccco2)Cc2ccccc2F)cc1 | ? | nt | nt | 0% | nt | ? | nt | -0.6% | nt
c1ccc2c(c1)nc1n2CCN1 | 12% | 1% | -5% | 4% | 0.1 | 21% | i | 0.3% | 4%
Cc1cc(=O)oc2cc(OCC(=O)OCC(=O)NC(C)C)ccc12 | -4% | 0% | 3% | -1% | -5.4 | 0% | i | -0.7% | 8%
CCC1(C)CN=C(c2ccccc2)NC1 (stereo not given) | 28% | nt | 0% | 1% | 1.7 | 0% | i | 0.2% | 12%
CC(=O)C1=C(O)C(=O)N(c2ccccn2)C1c1cccc(F)c1 (stereo not given) | 1% | -12% | 0% | 3% | 0.1 | 10% | i | 7.7% | 0%
O=C(CCc1nnc(CCC2CCCCC2)o1)NCCn1cccn1 | 12% | 2% | 0% | -1% | -0.8 | -2% | i | -0.1% | -2%
COC(CNC(=O)c1cnn2c(C)c(Cc3ccccc3)c(C)nc12)OC | ? | 4% | 2% | 2% | 1.0 | 1% | i | -0.2% | -26%
CCOc1ccc(S(=O)(=O)Nc2cc(OC)c(OC)cc2C(=O)O)cc1 | -14% | ? | -3% | -3% | 0.6 | -4% | i | -0.8% | -8%
O=C(CNC(=O)OCc1ccccc1)NC(Cc1cnc[nH]1)C(=O)O (stereo not given) | -16% | nt | 5% | -4% | -3.5 | 0% | i | -0.4% | 10%
CCOC(=O)c1c(C)oc2nc(C)nc(NCc3ccccc3OC)c12 | -7% | nt | nt | -18% | nt | 1% | nt | 0.0% | nt
Cc1ccc(Nc2cc(C)nc(N3CCOCC3)n2)cc1 | ? | 0% | -4% | 10% | -1.5 | 71%[activator] | i | 11% | -2%
CCCc1nnc(NC(=O)CCC(=O)N2CCN(Cc3cc(F)ccc3OC)CC2)s1 | -20% | -1% | 6% | -11% | -3.7 | -18% | nt | -0.8% | 0%
Nc1c(-c2cccc(Cl)c2)cnn1-c1ccccc1 | -3% | 1% | 13% | 3% | 0.4 | -5% | i | ? | -17%
Nc1cccc(NP(=O)(c2ccccc2)c2ccccc2)c1 | 17% | -3% | 9% | 27% | -0.1 | 5% | i | 0.2% | 7%
Cc1ccc(-n2nc(C)cc2NC(=O)CC#N)cc1 | -12% | 0% | 3% | -7% | -1.9 | 1% | i | -1.0% | 3%
CCOC(=O)c1c(CSc2ccccc2)n(C)c2cc(Br)c(OCC(O)CNC(CO)(CO)CO)cc12 (stereo not given) | -1% | -2% | ? | -15% | -3.0 | ? | i | 26% | 40µM*
CC/C(=N/Nc1ccccc1)c1cnnc(-c2ccccc2)n1 | 0% | -1% | -1% | -4% | -0.5 | 3% | i | -0.2% | 5%
CCOC(=O)C1(C)CCCN(C(=O)c2ccc(OC(F)F)cc2)C1 (stereo not given) | nt | nt | 4% | nt | -0.7 | 5% | i | -0.9% | 17%
CCOC(=O)CNC1CC(=O)N(c2ccc(Br)cc2)C1=O (stereo not given) | 2% | 1% | 7% | 12% | -3.0 | 4% | i | 0.0% | -2%
COc1cccc(/C=C/C(=O)Oc2ccc(C(=O)c3ccc(F)cc3)cc2)c1 | -3% | 0% | 3% | -10% | -1.3 | -6% | i | 1.8% | -21%
CC1(C)OC(=O)NC1c1ccccc1 (stereo not given) | nt | nt | 10% | nt | -0.7 | -1% | i | -0.4% | 3%
O=C(NCCOc1ccccc1)C1CCCN1C(=O)c1cccs1 (stereo not given) | 23% | 1% | -4% | 5% | -0.2 | -13% | i | -1.3% | 3%
COC(=O)c1ccc(NC(=O)c2ccc(F)cc2)o1 | nt | -1% | -5% | 5% | -3.8 | 3% | i | 0.4% | 10%
CCOc1ccc2[nH]c(=O)c(CN(Cc3ccc(F)cc3)C(=O)c3ccco3)cc2c1 | ? | -1% | -6% | -22% | -1.2 | ? | i | 0.0% | 12%
Clc1ccc(Oc2nc(Oc3ccc(Cl)cc3)nc(N3CCOCC3)n2)cc1 | -56% | -4% | 13% | 3% | -2.7 | 20% | i | 0.3% | -2%

Taken from above:
In EPAC2 ag, CC1(C)OC(=O)NC1c1ccccc1 (stereo not given) is entered as 10%
In Nrf2 inh, Clc1ccc(Oc2nc(Oc3ccc(Cl)cc3)nc(N3CCOCC3)n2)cc1 is entered as -56%

(more compounds)
SMILES | Nrf2 inh | MmCpn inh | EPAC2 ag | A549 tox | CCT modulator | TGFb SMAD3 inh | Akt phos inh | Nrf2 ARE act | EPAC2 antagonist
O=[N+]([O-])c1cccnc1Oc1cccnc1 | -9% | -2% | -1% | 3% | -1.0 | -3% | i | -0.2% | -10%
COC(=O)C1=C(CS(=O)(=O)c2ccccc2)NC(=O)NC1c1ccc(OC)c(OC)c1 (stereo not given) | ? | -1% | 10% | 1% | -3.1 | -2% | nt | 3.5% | 2%
COc1ccc(CNC(=O)c2ccc3c(Cl)c4c(nc3c2)CCCC4)c(OC)c1 | 1% | nt | nt | 10% | nt | ? | nt | 0.5% | nt
Oc1ccccc1N=N/C(=N/Nc1ccccc1O)c1ccccc1 | 12% | 0% | 6% | 1% | -0.3 | 14% | i | 5.8% | 2%
CCOc1ccc(OCCC(=O)OCC(=O)Nc2cc(S(=O)(=O)N3CCOCC3)ccc2C)cc1 | 0% | 0% | -6% | 5% | 0.0 | -26% | i | 3.9% | -15%
COc1ccc(-n2nc(C(=O)NCC(=O)N3CCCC3)c3ccccc3c2=O)c(OC)c1 | 15% | -13% | 12% | 3% | -3.1 | 7% | i | 0.3% | 4%
COC(=O)c1ccccc1NC(=O)C1CCCN(S(=O)(=O)c2ccccc2)C1 (stereo not given) | ? | 0% | 10% | -4% | -0.8 | -11% | i | -0.4% | -3%
Cc1ccccc1C(=O)Nc1cccc(NC(=S)NC(=O)c2cccs2)c1 | -21% | -2% | 3% | -9% | -5.6 | -11% | i | 2.3% | 4%
